ELG1 repair inh – qHTS screen for small molecules that inhibit ELG1-dependent DNA repair in human embryonic kidney (HEK293T) cells expressing luciferase-tagged ELG1 | Potency, µM (highest dose often 46.1 µM), without a hit: at the highest dose activity change, negative = inhibition, most hits filed as inhibitors | HEK293T ELG1-luciferase reporter, luminescence, 16 h; DNA damage induced by 5-fluorouridine | AID 504467, 2011 | 330,000 compounds, 2.3% hits; also: potency is read from the fitted curve at half-maximal effect; % is scaled to controls: 0 for no effect and ±100 for the full control effect; nearly all actives have a fitted effect of over 55% in size
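DMSO vehicle served as the neutral condition. Each well held 2,000 cells given 5-fluorouridine plus compound; after 16 hr at 37 °C/5% CO2, ONE-Glo was added and luciferase measured 30 min later.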
S-ASM inh – Inhibitors of Secretory Acid Sphingomyelinase (S-ASM): qHTS; Sphingomyelin phosphodiesterase (Homo sapiens), P17405; placental ASM, HMU-PC fluorogenic substrate, 60 min; Potency, µM (highest dose often 57.5 µM), inactives show top-dose activity change, negative = inhibition, usual class: inhibitors; 340,000 compounds, 0.006% hits; also: potency is read from the fitted curve at half-maximal effect
Target sequence (P17405 47-631 limits assumed): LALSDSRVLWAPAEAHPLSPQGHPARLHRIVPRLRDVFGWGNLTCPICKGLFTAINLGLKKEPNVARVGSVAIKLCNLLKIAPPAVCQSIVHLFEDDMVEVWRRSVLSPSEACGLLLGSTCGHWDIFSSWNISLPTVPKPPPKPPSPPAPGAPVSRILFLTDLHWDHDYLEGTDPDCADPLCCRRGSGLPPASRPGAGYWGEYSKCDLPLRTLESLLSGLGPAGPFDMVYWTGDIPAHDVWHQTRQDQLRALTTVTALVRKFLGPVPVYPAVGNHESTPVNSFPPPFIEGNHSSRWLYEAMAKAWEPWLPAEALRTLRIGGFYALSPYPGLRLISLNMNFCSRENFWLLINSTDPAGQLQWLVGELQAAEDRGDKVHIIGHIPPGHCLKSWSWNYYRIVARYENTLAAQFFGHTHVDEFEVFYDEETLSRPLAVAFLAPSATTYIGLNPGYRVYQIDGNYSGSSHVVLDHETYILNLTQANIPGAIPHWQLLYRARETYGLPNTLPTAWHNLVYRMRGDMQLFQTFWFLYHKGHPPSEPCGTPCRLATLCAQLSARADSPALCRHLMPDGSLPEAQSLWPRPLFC
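Steps: dispense placental human ASM, pin compound, wait 10 min at room temperature, add HMU-PC0 substrate at 9 uM final, incubate 60 min at 37 °C, add stop solution raising pH to 10, read fluorescence.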
TCR activator – Activators of T cell receptors: qHTS campaign. primary human leukocytes, anti-CD3, IL-2 HTRF, 48 h. Potency, µM (titrated, usually from 9.22 µM), inactives show at the highest dose activation of IL-2 secretion, actives largely listed as activators. AID 504894, 2011. 330,000 tested, under 10 active; also: % of control where 0% means no effect
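48 hr co-incubation of compounds, a-CD3 beads and primary human leukocytes; IL-2 quantified homogeneously by HTRF with anti-IL-2 K and d2 conjugates.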
Eya2 inh – qHTS Assay for Inhibitors of the Phosphatase Activity of Eya2; 330,000 compounds, 0.006% hits; Protein phosphatase EYA2 (Homo sapiens), O00167; Potency, µM (series often up to 76.9 µM), without a hit: top-dose activity, negative = inhibition, actives largely listed as inhibitors; recombinant Eya2, OMFP fluorescence dephosphorylation (OMFP is methylfluorescein phosphate); AID 488837, 2010; also: potency is read from the fitted curve at half-maximal effect; % is scaled to controls: 0 for no effect and ±100 for the full control effect
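Eya2 (0.2 uM) preincubated 10 min at ambient with compound, then OMFP substrate added at 50 uM; 10 min reaction in 50 mM HEPES pH 7.5, 50 mM NaCl, 5 uM MgCl2, 0.05% BSA, 1 mM DTT. Fluorescence read at Ex 485/Em 525 nm.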
Mito fusion act – qHTS Assay for Small Molecule Inhibitors of Mitochondrial Division or Activators of Mitochondrial Fusion; AID 485298, 2010; S. cerevisiae fusion-defective mutant growth rescue, CellTiterGlo 48 h; 320,000 compounds, 0.23% hits; Potency, µM (series often up to 46.1 µM), for the others: at the top dose growth rescue (activation), usual class: activators;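 also: potency is read from the fitted curve at half-maximal effect; % of control where 0% means no effect; nearly all actives have a fitted effect of over 45% in size; temperature-sensitive fusion mutants such as fzo1-1 at 37 °C on non-fermentable ethanol glycerol medium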
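Temperature-sensitive fusion-defective S. cerevisiae (e.g. fzo1-1, mgm1-5) were grown with compound in YPEG medium (3% ethanol, 3% glycerol) for 48 hours at 37C. Growth rescue was measured as viability by CellTiterGlo luminescence after 10 minutes at ambient.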
Integrin act MD – qHTS for Activators of Integrin-Mediated Alleviation for Muscular Dystrophy; alpha7betagal myoblasts, beta-gal FDG fluorescence, 48 h; Potency, µM (top dose mostly 38.3 µM), for the others: top-dose activation, most hits filed as activators; 350,000 compounds, 0.064% hits; AID 624291, 2012;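 also: potency is read from the fitted curve at half-maximal effect; 100% = response of the positive control SU9516; nearly all actives have a fitted effect of over 60% in size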
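alpha7betagal+/- myoblasts (passage 13, 250/well) treated 48 h at 37C with compounds at 1:260 dilution of DMSO stock. Lysed, then beta-galactosidase activity read as FDG fluorescence (ex 480/em 540) after 30 min, with pre-read for autofluorescence.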
AT treatment – qHTS Assay for Identifying a Potential Treatment of Ataxia-Telangiectasia; […] A-T fibroblasts, KAP-1 phosphorylation AlphaLISA; neocarzinostatin DNA damage 30 min before lysis; Potency, µM (top dose mostly 57.5 µM), inactives show at the top dose activation, most hits filed as activators; 320,000 compounds, 0.19% hits; also: potency is read from the fitted curve at half-maximal effect; % of control where 0% means no effect; nearly all actives have a fitted effect of over 45% in size
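hTERT-immortalized A-T patient fibroblasts ([…]), 500 cells/well in OPTI-MEM, 1% FBS, got compounds for 60 min, then NCS for 30 min at 37C. Lysates were then assayed for phospho-KAP-1 by AlphaLISA (anti-pKAP1 donor, anti-KAP1 acceptor beads), 6 hr at 25C.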
TSG101-PTAP inh – qHTS Assay for Iinhibitors of HIV-1 Budding by Blocking the Interaction of PTAP/TSG101; 340,000 tested, under 10 active; AID 493005, 2010; Tumor susceptibility gene 101 protein (Homo sapiens), Q99816; Fluorescence polarization, FITC-PTAP peptide / Tsg101 binding; Potency, µM (series often up to 115 µM), for inactives: at the highest dose activity change, negative = inhibition, most hits filed as inhibitors; active = well fitted inhibition curve with a large enough effect in the main read-out, with a control signal flat, not every such curve was filed as active; inconclusive = small, poorly fitted or top-dose-only effect, or effect the other way, or a change in a side signal; inactive = no such curve, though single readings can be large or run the other way; also: potency is read from the fitted curve at half-maximal effect; % of control where 0% means no effect
Target sequence (Q99816 whole entry, looked up): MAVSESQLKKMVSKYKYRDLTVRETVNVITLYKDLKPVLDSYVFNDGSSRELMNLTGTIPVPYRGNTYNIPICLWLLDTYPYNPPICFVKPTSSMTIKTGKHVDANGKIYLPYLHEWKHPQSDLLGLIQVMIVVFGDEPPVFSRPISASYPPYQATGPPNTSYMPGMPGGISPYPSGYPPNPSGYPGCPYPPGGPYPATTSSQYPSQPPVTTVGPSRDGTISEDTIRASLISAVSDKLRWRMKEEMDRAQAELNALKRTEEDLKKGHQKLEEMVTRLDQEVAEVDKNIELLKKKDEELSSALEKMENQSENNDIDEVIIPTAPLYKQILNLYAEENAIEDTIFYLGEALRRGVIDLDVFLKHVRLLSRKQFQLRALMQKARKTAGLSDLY
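Fluorescence polarization binding of Tsg101 binding domain (10 uM final) to FITC-labeled PTAP peptide (50 nM final) in HEPES pH 7.5 buffer with NaCl, Tween 20, EDTA, TCEP. Compounds added before peptide; binding 20 min at RT.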
Tb PFK block – qHTS Assay to Find Inhibitors of T. brucei phosphofructokinase; AID 485367, 2010; ATP-dependent 6-phosphofructokinase (Trypanosoma brucei brucei), O15648; Potency, µM (highest dose often 57.5 µM), inactives show at the top dose activity, negative = inhibition, actives largely listed as inhibitors; 330,000 compounds, 0.17% hits; T. brucei PFK, ADP-Glo luminescence;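 also: potency is read from the fitted curve at half-maximal effect; 0% = uninhibited 1x PFK enzyme wells and -100% = no-enzyme wells; nearly all actives have a fitted effect of over 60% in size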
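PFK 1.25 nM, F6P 0.5 mM, ATP 0.1 mM, 0.1 M TEA pH 8.0, 5 mM MgCl2, 0.01% Tween20, 0.1% BSA; 45 min RT. ADP-Glo readout. qHTS titration up to 57 uM; curves fitted, compounds curve-classed.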
BCR signal inh – qHTS Assay to Find Inhibitors of Chronic Active B-Cell Receptor Signaling; ABC-DLBCL IkBa-CBG/CBR reporter, luminescence ratio, 4 h; Potency, µM (highest dose often 46.1 µM), for the others: top-dose ratio change, negative = lower green/red ratio, most hits filed as inhibitors; 340,000 compounds, 0.05% hits; AID 493014, 2011; active = well fitted inhibition curve with a large enough effect in the signal ratio, with a control signal flat, not every such curve was filed as active; inconclusive = small, poorly fitted or top-dose-only effect, or effect the other way, or a change in a side signal; the % refers to the signal ratio;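 also: potency is read from the fitted curve at half-maximal effect; plate controls were basal doxycycline-induced cells for no effect and cells given 10 µM MG132 for full effect; MG132 reads +100%, hits lower the ratio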
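Concentration-response series (up to 46 uM) were applied to TMD8 dual-reporter cells for 4 h at 37C with doxycycline. Green/red ratio, after filter-overlap correction, defined %Activity; red signal alone was normalised to basal cells and zero luminescence.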
TSHR antag – Antagonists of the Thyroid Stimulating Hormone Receptor: HTS campaign | Thyrotropin receptor (Homo sapiens), P16473 | TSHR-expressing cells, TSH-stimulated cAMP HTRF, 2 h; stronger effect = lower value | activity change, negative = inhibition, % at 11.5 µM | 330,000 compounds, 0.2% hits;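 active = activity change below a set negative limit, meaning inhibition stronger than a set level, cut at about -70% in these data; inconclusive = activity change between two set negative limits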; also: % is scaled to controls: 0 for no effect and ±100 for the full control effect
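Competitive HTRF cAMP read-out (cryptate anti-cAMP antibody, cAMP-d2; 30 min, room temperature) in freshly harvested TSHR cells. Compounds added before TSH at EC80 (4nM final), followed by 2 hours' incubation at 37 deg C.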
* hit, by the source's call; u = inconclusive; x = not tested or not shown; & = joins results of further samples; [ ] = another dose, or the depositor's remark. Unless noted, calls follow the shape of the dose curve; as a rule, active = well fitted curve in the direction sought with a large enough effect; inconclusive = small, poorly fitted or top-dose-only effect, or another doubt; inactive = no such curve, though single readings can be large; an effect the other way counts as inactive or inconclusive.

SMILES | ELG1 repair inh | S-ASM inh | TCR activator | Eya2 inh | Mito fusion act | Integrin act MD | AT treatment | TSG101-PTAP inh | Tb PFK block | BCR signal inh | TSHR antag
O=C(/C=C/c1c[nH]c2ccccc12)c1ccccc1 | u | 106.5%[activator] | 2.7%[46.1 µM] | -24.3% | 28.3% | -4.2% | 17.5% | -0.7% | -3.1% | u | -27.9
CCCCN(C)Cc1cc(=O)oc2ccc3ccccc3c12 | u | -2.0% | 2.0% | -8.5% | -1.5% | 0.0% | 16.6% | 0.4% | 0.7% | -4.0% | -5.6
O=C(NN=C1C2CC3CC1CC(Cl)(C3)C2)c1cccs1 | u | 0.4% | 3.2% | -13.1% | 14.9% | 9.8% | 8.0% | 0.3% | -0.3% | u | 17.9
O=C(c1ccc2c(=O)n3c(nc2c1)CCCCC3)N1CCN(c2ccc(F)cc2)CC1 | u | -3.1% | -0.4% | 0.6% | 1.5% | 4.7% | -6.2% | -5.7% | 3.0% | 0.2% | -0.3
O=C(NNC(=O)c1ccc2ccccc2c1)Nc1ccc(F)cc1 | 2.7% | -1.0% | 3.5% | -10.4% | 0.2% | 38.5% | -0.8% | -10.0% | -2.6% | 0.4% | 13.8
CC[C@]12c3[nH]c4cc(-c5ccco5)ccc4c3CCN1C(=O)[C@@H](CC(=O)NCCCn1ccnc1)C[C@@H]2C(=O)N1CCN(C(=O)c2ccco2)CC1 | 4.7% | 6.8% | 1.3%[46.1 µM] | 6.8% | x | 0.0% | -4.4% | -2.4% | 2.9% | 1.2% | -8.9
Cc1ccc(Nc2nnc(SCC(=O)c3ccc(O)cc3O)s2)cc1 | -18.9% | -11.2% | -2.8% | -13.2% | -0.2% | 6.4% | 5.0% | -1.7% | -2.8% | 23.6% | 0.8
Cc1nn(-c2ccccc2)c(C)c1/C=N/n1cnnc1 | u | 3.1% | -0.7% | -7.8% | 6.9% | -16.8% | 2.7% | -1.0% | 1.3% | 6.3% | -3.7
CN(CC(=O)O)S(=O)(=O)c1ccc2c(c1)NC(=O)CC(=O)N2 | 14.1% | 2.3% | -2.7% | -5.2% | -1.6% | -9.2% | 0.5% | -2.6% | -1.4% | 1.5% | 3.8
Cc1ccc(CNC(=O)CSCc2cccc(F)c2)cc1 | 3.6% | 2.6% | -2.8% | -4.6% | 6.6% | u | -2.4% | -0.6% | -6.4% | u | 14.1
O=[N+]([O-])c1ccc(-c2nn(-c3ccccc3)cc2/C=N/n2c(-c3ccncc3)n[nH]c2=S)cc1 | u | -2.3% | 5.9% | -12.8% | 0.2% | 12.0% | 3.4% | 0.7% | 0.3% | u | 0.4
C=CCn1c(CSCc2ccc(Cl)cc2Cl)nnc1SCC(=O)Nc1ccc(C(=O)O)cc1 | 5.5% | 1.1% | -3.2% | -28.1% | 3.8% | u | -7.7% | -10.9% | -0.1% | -3.8% | -16.9
COc1ccccc1N1CCN(CCCCNC(=O)c2ccc3ccccc3c2)CC1 | -25.4% | 9.0% | 3.3% | 4.0%&9.3% | -3.9%&3.3% | x | -8.9% | -2.1% | -1.9% | -10.6% | 7.2&5.5
Cc1ccc(C)c(NCCC#N)c1 | 12.7% | 4.7% | 12.4%[46.1 µM] | -3.0% | -3.0% | -4.6% | 2.2% | -4.0% | -2.3% | -3.8% | 11.1
COc1cc(OC)cc(-c2nc3nc(C)c(CCC(=O)O)c(C)n3n2)c1 | -9.9% | 0.7% | 6.3% | -4.0% | 2.6% | 11.0% | 2.7% | -4.6% | 9.5% | u | 0.4
COc1cccc(/C=N/NC(=O)c2c(-c3ccccc3)noc2C)c1 | -3.7% | -2.7% | 4.9% | -9.8% | 0.3% | 6.9% | -2.6% | -5.6% | -0.2% | -3.3% | -0.8
CCc1nnc(NC(=O)CCC(=O)N2CCN(c3cc(C)ccc3C)CC2)s1 | 9.6% | -7.1% | 6.8% | 0.5% | 32.6% | 5.7% | u | -3.2% | -7.0% | -1.4% | 57.2
CC(Oc1ccccc1)C(=O)Nc1nc2c(s1)C(=O)CC(C)(C)C2 (stereo not drawn) | -19.0% | 1.0% | -2.4% | u | 2.6% | 28.1% | -6.4% | 1.7% | -5.9% | 12.6% | -2.2
C=CCn1c(CSc2ccc(C)cc2)n[nH]c1=S | 16.4% | 0.4% | -1.0% | 7.5% | -22.3% | 15.7% | -3.5% | -0.9% | -3.3% | -23.5% | 4.2
CC1(C)CC(=O)c2cnc(N3CCc4ccccc4C3)nc2C1 | u | 1.8% | 0.3% | -1.6% | -0.6% | -13.5% | 12.2% | -3.3% | 4.0% | 1.7% | 2.4
CCOC(=O)Cn1c2c(c(=N)c3ccccc31)CCC2 | -3.7% | -0.8% | -4.5% | 5.1% | 1.8% | -0.4% | -0.2% | -4.8% | -2.9% | 5.4% | -0.2
C=Cc1ccc(C2=CC(=O)C[C@H](c3ccc(OC)cc3)C2)cc1 | u | -4.7% | -5.1% | -2.7% | u | 34.0% | -4.0% | 1.9% | 0.0% | 2.2% | 1.7
CC(C)COc1nc2ccccc2c(=O)n1OCC(=O)O | 14.4% | 0.0% | 3.6% | 2.8% | 5.2% | -1.1% | 4.0% | -2.8% | -0.4% | u | -5.8
CCOC(=O)c1ccc(NC(=O)N2CC(C)OC(C)C2)cc1 (stereo not drawn) | 6.7%&16.3% | -2.0% | -0.2% | -1.2%&12.2% | 0.5%&-2.6% | 1.2%[7.66 µM] | 5.8%&-0.6% | -7.4% | -0.6%&2.0% | u | 0.6&-5.3
CCCCn1c(CN2CCN(c3cccc(Cl)c3)CC2)nc2c1c(=O)[nH]c(=O)n2C | u | u | -2.4%[46.1 µM] | -36.1% | u | -16.7% | 3.9% | -11.7% | 0.4% | u | -12.8
CC(=O)c1ccc(COC(=O)c2ccccc2NC(=O)C(C)C)cc1 | u | x | x | -6.5% | 16.7% | x | 6.8% | x | 0.3% | -5.2% | -5.3
Cc1cc(C)c(OCC(=O)OCC(=O)N(C)C2CCS(=O)(=O)C2)c(C)c1 (stereo not drawn) | -0.1% | -0.2% | -7.6% | -29.7% | 5.1% | 4.2% | 46.3% | -1.4% | 14.2% | -1.5% | 29.1
O=C(OCC(=O)N(C1CCCCC1)C1CCCCC1)c1cnccn1 | -5.1% | -2.1% | -13.4% | -16.3% | -0.8% | -18.8% | 6.5% | 0.4% | 6.7% | 0.2% | -2.8
CCOC(=O)N1CCN(Cc2nc3cc([N+](=O)[O-])ccc3n2CC)CC1 | -18.2% | -0.4% | -6.4% | 9.5% | 27.6% | -33.5% | 4.6% | -1.7% | -4.3% | 0.0% | -1.9

Taken from above:
`CCc1nnc(NC(=O)CCC(=O)N2CCN(c3cc(C)ccc3C)CC2)s1` in Eya2 inh → 0.5%
`C=CCn1c(CSCc2ccc(Cl)cc2Cl)nnc1SCC(=O)Nc1ccc(C(=O)O)cc1` in S-ASM inh → 1.1%

Compound activity (PubChem BioAssay)
